bCat nuc transl: modulators of beta-catenin nuclear translocation; HeLa beta-catenin nuclear translocation, immunofluorescence imaging; nuclear translocation activity, % at 5 µM; 0.3% of 190,000 active;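 active means nuclear translocation activity above 50% at 5 µM, with a well cell count of 50 or more; inconclusive means wells under 50 cells across six images, flagged as toxic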;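 further: per-cell ratio of nuclear to cytoplasmic median beta-catenin stain intensity; plate controls were DMSO negative control for no effect and GSK-3 inhibitor IX positive control for full effect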
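Test system: human HeLa cell line; Doses: 5 µM primary, 0.02–20 µM confirmation; Incubation: 24 h compound exposure, 37°C; Detection: beta-catenin immunofluorescence imaging with DAPI; Read-out: beta-catenin nuclear/cytoplasmic ratio, % activation.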
SV40 large T antigen: TAg ATPase/helicase activity blockers – biochemical (AID 1903) | 0.39% of 310,000 active | inhibition, % at 20 µM, or IC50 in µM where a hit was titrated | SV40 large T antigen ATPase/helicase inhibition assay; higher % means a stronger effect; in the data active means a potency from the dose series; inconclusive means inhibition mostly from about 32% at the one dose, without a potency; inactive means the rest, 99 in 100 with inhibition below about 32%; further: strong numbers were not always called active
Myeloid diff 2: compounds promoting myeloid differentiation | ER-HoxA9 myeloid progenitors, lysozyme-GFP differentiation, flow cytometry | calls only at 10 µM | 1% of 360,000 active | AID 624256;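 active means normalized GFP-positive differentiation at or above the plate's own cutoff, the solvent-only control mean plus 3 SD; inconclusive means no clear call, values can overlap the other calls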;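 further: cells exposed to compound for four days before flow analysis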
WT yeast gro inh: growth inhibition of WT yeast, mitochondrial fusion screen; mitochondrial fusion phenotypic screen, WT strain; inhibition, % at 10 µM; 2.1% of 190,000 active; AID 1362; in the data active means inhibition above about 58%; tested in S. cerevisiae
MgcRacGAP inhibition: MgcRacGAP GTPase-activating activity inhibitors, confirmation, biochemical, ADP Hunter fluorescence; 0.6% of 340,000 active; MgcRacGAP-stimulated Rac1 GTP hydrolysis, ADP Hunter fluorescence; higher % means a stronger effect; GST-tagged Rac1 F28L mutant substrate; inhibition, % at 30 µM; hits with a dose series show IC50 in µM;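 active means first-screen hits whose inhibition reached a set limit at any dose in the follow-up dose series; inconclusive means inhibition above the set first-screen limit but never retested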;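 further: fluorescence reports GDP produced by GAP-driven GTP hydrolysis; strong numbers were not always called active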
RSV antiviral HEp-2: RSV antiviral activity via CPE protection, HEp-2 cells, primary 10 µM value included (AID 2391); HEp-2 cells, RSV-induced CPE inhibition; higher % means a stronger effect; one-dose CPE inhibition, % at 10 µM; IC50 in µM for titrated hits; 0.13% of 310,000 active; in the data active means a potency from the dose series; inconclusive means CPE inhibition mostly from about 23% at the one dose, without a potency; inactive means the rest, 99 in 100 with CPE inhibition below about 21%; further: strong numbers were not always called active
T cell HTS: T cell immune modulation candidate. 2C CD8+ T cell-vesicle binding, flow cytometry; stronger effect = lower value. calls only at 7 µM. 0.068% of 330,000 active;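 active means response, share of CD8 T cells binding vesicles, and their 90th percentile fluorescence all below set limits, cut at about 80% in these data, passing the limit was not always enough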
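Test system: purified 2C TCR transgenic mouse naive CD8+ T cells. Probe or stimulus: QL9-peptide-loaded Drosophila micro-vesicles bearing Ld, ICAM-1 and B7-1. Incubation: binding step 1.5 h, 37 °C, antibody labelling 20 min, ice. Measured by: flow cytometry of vesicle-bound cells.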
PhoP inhibition: inhibitors of PhoP regulon expression, primary screen, Salmonella Typhimurium, GFP reporter (AID 1863); S. Typhimurium PhoP-regulated promoter GFP reporter, 4 h; higher % means a stronger effect; inhibition, % at 50 µM; hits with a dose series show IC50 in µM; 0.16% of 300,000 active;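 active means inhibition over 29.93%, a cutoff 3 SD above the screen mean, later confirmed by dose response; inconclusive means inhibition over 29.93% but no dose response follow-up; inactive means inhibition at most 29.93% or unconfirmed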;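 further: 0% = low Mg2+ inducing control and 100% = high Mg2+ repressing control; strong numbers were not always called active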
West Nile virus CPE: West Nile virus antiviral activity, cell-based, CPE readout (AID 1621). West Nile virus-infected cells, CPE inhibition; higher % means a stronger effect. one-dose CPE inhibition, % at 10 µM; IC50 in µM for titrated hits. 0.02% of 290,000 active; in the data active means a potency from the dose series; inconclusive means CPE inhibition mostly from about 3.7% at the one dose, without a potency; inactive means the rest, 99 in 100 with CPE inhibition below about 2.2%; further: strong numbers were not always called active
WT yeast gro inh mutant strain: recorded beside WT yeast gro inh, whose call it bears; inhibition, %; mitochondrial fusion phenotypic screen, mutant strain inhibition
bCat nuc transl cell count 5 µM: further read-out of bCat nuc transl, marked with its call; cell count; measured here: cell count, cytotoxicity flag
T cell HTS vesicle-bound %: recorded beside T cell HTS, whose call it bears; double positive events, %; measured here: CD8+ vesicle-bound cell fraction;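 binding gate set so that unloaded-vesicle control wells show 10% double positive cells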
Myeloid diff 2 GFP+ MAC1+ %: further read-out of Myeloid diff 2, marked with its call; GFP+ MAC1+ double positive, %; measured here: differentiation confirmed by MAC1 staining
An asterisk follows results filed as active; i = inactive; ? = inconclusive; / = no result given; & = joins results of further samples.

SMILES | bCat nuc transl | bCat nuc transl cell count 5 µM | SV40 large T antigen | Myeloid diff 2 | Myeloid diff 2 GFP+ MAC1+ % | WT yeast gro inh | WT yeast gro inh mutant strain | MgcRacGAP inhibition | RSV antiviral HEp-2 | T cell HTS | T cell HTS vesicle-bound % | PhoP inhibition | West Nile virus CPE
Cc1ccc(CNS(=O)(=O)NCc2cccs2)cc1 | -2.7 | 1102 | 19% | i | 0.1 | -11 | 1 | 7% | 0.5% | i | 52 | -5% | /
O=c1c(Cc2ccc(F)cc2)c(O)ccn1C1CCCCC1 | -0.1 | 1066 | 3% | i | 1.4 | 0 | -9 | 13% | 2.5% | i | 32 | 3% | 0.0%
CC(C)Cn1c(=O)c(C(=O)Nc2ccccc2S(N)(=O)=O)c(O)c2ccccc21 | 1.4 | 1026 | 17% | i | 12 | 73* | 41* | 2% | -3.1% | i | 44 | -2% | -1.3%
CCOC(=O)c1cc(-c2c(Cl)cccc2Cl)no1 | -0.6 | 1088 | -1% | i | 0.5 | / | / | 0% | 1.2% | i | 34 | 1% | 0.6%
COCC(C)n1c(C)cc(C(=O)COc2ccc(C)nc2[N+](=O)[O-])c1C (stereo unspecified) | -0.8 | 1063 | 12% | i | 0.7 | 2 | 0 | -1% | 1.6% | i | 30 | -9% | -0.8%
Cc1nc(CCNC(=O)c2ccccc2)cs1 | -1.1 | 1048 | -4% | i | 1.0 | -10 | -15 | 7% | 1.2% | i | 24 | -5% | 0.1%
COC(=O)c1sccc1NC(=O)c1ccc(OC)cc1OC | 1.0 | 979 | 12% | i | 0.2 | 39 | 29 | 6% | 1.7% | i | 28 | 11% | 0.4%
Cc1c(C=O)c2ccccc2n1CC(=O)N1CCc2ccccc2C1 | 4.1 | 464 | -1% | i | 2.6 | 9 | -3 | 10% | 1.4% | i | 15 | 4% | -0.3%
CC(C)Sc1nc2c(c(=O)[nH]1)C(c1cccs1)C1=C(CC(C)(C)CC1=O)N2 (stereo unspecified) | -2.9 | 1107 | 4% | i | 1.7 | 4 | -2 | 11% | 0.7% | i | 48 | -6% | 0.4%
O=C(Nc1ccccn1)c1sc2cccc(F)c2c1Cl | / | / | 3% | i | 0.7 | -14 | -6 | 1% | -3.0% | i | 46 | -1% | -0.3%
Cc1ccc(-c2nn(-c3ccccc3)cc2C(N)=O)o1 | 1.0 | 1499 | 1% | i | 0.3 | -19 | -14 | 7% | -0.9% | i | 39 | 2% | 0.4%
CC(=O)c1ccc(Nc2nc(N3CCOCC3)nc(N3CCOCC3)n2)cc1 | / | / | 27% | i | 0.1 | / | / | 9% | 4.7% | i | 60 | -5% | -0.9%
CCOCN(C(=O)Cn1cnc2ccccc21)c1c(C)cccc1CC | 1.0 | 897 | 13% | i | 0.6 | -1 | -3 | 5% | 1.4% | i | 50 | -3% | -1.7%
Cn1c(-c2ccc(F)cc2)cnc1NCc1cccc(F)c1 | 38 | 1094 | 18% | i | 1.7 | 5 | 13 | 10% | -0.6% | i | 8 | -2% | 0.8%
C/C=C/c1ccc(OCCCn2cncn2)c(OC)c1 | -0.7 | 1080 | 2% | i | 0.8 | -4 | 3 | 12% | 0.6% | i | 31 | -7% | /
CC(=O)Nc1ccc(NC(=O)C(C)OC(=O)c2ccc(-n3cnnn3)cc2)cc1 (stereo unspecified) | / | / | 8% | i | 1.3 | / | / | 4% | 1.0% | i | 32 | 9% | /
N#CC1(NC(=O)Cn2cc(C(F)(F)F)cc(Cl)c2=O)CCCCC1 | / | / | 9% | ? | / | / | / | 0% | 1.4% | i | 17 | 0% | -0.1%
O=C(NC(=S)NC1CCCc2ccccc21)c1ccc(F)cc1 (stereo unspecified) | / | / | 4% | i | 1.4 | / | / | 1% | ? | i | 57 | -9% | -1.2%
CCCOc1ccc(C(=O)N(Cc2cccs2)C2CCS(=O)(=O)C2)cc1 (stereo unspecified) | / | / | -8% | i | 0.8 | / | / | 5% | 0.6% | i | 20 | 0% | -0.9%
CC(C(=O)N1CCCCC1)N(C)CC(=O)Nc1ccc(Cl)cc1 (stereo unspecified) | 0.3 | 1098 | 2% | i | 0.7 | 0 | 0 | 7% | 2.6% | i | 26 | 3% | -0.4%
CCN(CC)S(=O)(=O)c1ccc(/C=C/C(=O)Nc2cccc(F)c2)cc1 | -1.4 | 965 | 4% | i | 0.0 | -15 | -10 | 3% | 0.3% | i | 16 | -8% | 0.7%
COc1cc(NC(=O)c2nccnc2N)cc(C(=O)Nc2cccc(C(F)(F)F)c2)c1 | -0.8 | 1391 | 18% | i | 0.7&2.0 | / | / | 15%&13% | -0.2% | i | 41 | 5% | -0.3%
O=c1cc(-c2ccccc2F)nc(-c2ccccc2F)o1 | -0.9 | 932 | 12% | i | 0.2 | 4 | 16 | 5% | -1.4% | i | 43 | -11% | -0.2%
CCc1cc2cc(C)cc(C)c2nc1Cl | 0.8 | 1433 | 7% | i | 0.6 | -7 | 8 | 5% | 4.2% | i | 32 | 11% | -0.1%
CCC(=O)NC(=S)Nc1cccc(NC(=O)c2ccccc2C)c1 | -2.4 | 972 | 24% | i | 0.5 | -1 | 14 | 0% | -0.3% | i | 12 | 2% | -0.5%
COc1ccc(NC(=O)C2CCN(c3cc(-c4ccccc4)nc4ncnn34)CC2)cc1OC | -0.8 | 867 | 4% | i | 0.8 | 10 | 12 | 1% | 15% | i | 54 | -5% | ?
CN(CC(=O)Nc1ccc(Cl)cc1)C(=O)CCc1nc2sc3c(c2c(=O)[nH]1)CCCC3 | / | / | 17% | i | 1.6 | / | / | 6% | -2.9% | i | 27 | -3% | /
CCOCCCNC(=O)Cc1ccc(OC)c(OC)c1 | / | / | 8% | i | 0.5 | 1 | 31 | 4% | 1.3% | i | 35 | -4% | 1.2%
CCOC(=O)C1CCN(S(=O)(=O)C(F)(F)c2nc3ccccc3s2)CC1 | -3.6 | 980 | 6% | i | 1.1 | 8 | 9 | 1% | 1.4% | i | 21 | -5% | -0.3%
O=C(CSc1nnc(-c2ccccc2)o1)Nc1ccccc1F | / | / | 1% | i | 1.6 | 0 | 2 | 5% | 0.9% | i | 59 | 8% | -1.1%
CCCCN(Cc1cc2cc(OC)ccc2[nH]c1=O)S(=O)(=O)c1ccc(C)cc1 | / | / | / | i | 1.0 | / | / | 4% | 19% | i | 24 | / | -1.0%
Cc1cc(C)n(-c2ccc(Cl)c(C(=O)Nc3ccc(-c4nnc5n4CCCCC5)cc3)n2)n1 | -4.0 | 1012 | 7% | i | 0.5 | -14 | -10 | 8% | 9.4% | i | 51 | 6% | 1.9%
CC1CCC(NS(=O)(=O)c2ccc(N3CCCC3=O)cc2)CC1 (stereo unspecified) | / | / | 10% | i | 6.6 | / | / | 3% | 12% | i | 24 | -10% | -0.7%
CCOc1ccccc1NC(=O)Nc1ccc2c(c1)OCO2 | / | / | 4% | i | 1.2 | / | / | 7% | 11% | i | 4 | -3% | -1.4%
Cc1c(NC(=O)C2CCCN2C(=O)c2cccs2)c(=O)n(-c2ccccc2)n1C (stereo unspecified) | / | / | 5% | i | 1.8 | 7 | 10 | 0% | 1.8% | i | 42 | 2% | -0.2%
CC1CCN(C(=O)C2CCN(S(=O)(=O)c3cccc4cccnc34)CC2)CC1 | / | / | 22% | i | 0.0 | / | / | 6% | 0.8% | i | 33 | -4% | -0.6%
COc1cccc(NS(=O)(=O)c2ccc3c(c2)NC(=O)C(C)S3)c1 (stereo unspecified) | / | / | 6% | i | 1.0 | / | / | 6% | 7.4% | i | 25 | 2% | 0.3%
Cc1nnnn1/C(=C\c1ccccc1)C(=O)OCC(=O)Nc1cccc(S(=O)(=O)N(C)C)c1 | / | / | / | i | 0.3 | / | / | 11% | 3.1% | i | 24 | / | /
COc1ccc(N=C2C(=Nc3ccc(OC)cc3)N(c3ccc(OC)cc3)C(=S)N2C)cc1 | -5.3 | 1127 | 6% | i | 0.5 | 13 | 21 | 6% | 0.4% | i | 32 | 13% | 1.3%
CCOc1ccc(Cn2nnc(C(=O)NCCc3ccc(Cl)cc3)c2N)cc1 | / | / | -1% | i | 1.5 | -4 | 8 | 4% | 0.9% | i | 48 | 9% | -0.5%
Cc1ccc2[nH]c(=O)c(CN(CCN3CCOCC3)C(=O)Nc3ccc(F)cc3)cc2c1 | -7.8 | 930 | -2% | / | / | -3 | -4 | 1% | -1.7% | i | 48 | -5% | 0.7%
O=C(C1CCOCC1)N1CCCC(N2CCN(c3cccc(C(F)(F)F)c3)CC2)C1 (stereo unspecified) | / | / | 9% | i | 1.7 | / | / | 2% | 1.7% | i | 38 | -2% | -0.4%
CN(CC(=O)NCc1ccc(F)cc1)S(=O)(=O)c1ccc2c(c1)c(=O)n(C)c(=O)n2C | / | / | 8% | i | 1.7 | / | / | 10% | 0.9% | i | 4 | -5% | -0.3%

Reformatted: entries from further up
Values run as follows: bCat nuc transl | bCat nuc transl cell count 5 µM | SV40 large T antigen | Myeloid diff 2 | Myeloid diff 2 GFP+ MAC1+ % | WT yeast gro inh | WT yeast gro inh mutant strain | MgcRacGAP inhibition | RSV antiviral HEp-2 | T cell HTS | T cell HTS vesicle-bound % | PhoP inhibition | West Nile virus CPE
Cc1cc(C)n(-c2ccc(Cl)c(C(=O)Nc3ccc(-c4nnc5n4CCCCC5)cc3)n2)n1
→ -4.0 | 1012 | 7% | i | 0.5 | -14 | -10 | 8% | 9.4% | i | 51 | 6% | 1.9%
COc1cccc(NS(=O)(=O)c2ccc3c(c2)NC(=O)C(C)S3)c1 (stereo unspecified)
→ / | / | 6% | i | 1.0 | / | / | 6% | 7.4% | i | 25 | 2% | 0.3%
Cc1c(NC(=O)C2CCCN2C(=O)c2cccs2)c(=O)n(-c2ccccc2)n1C (stereo unspecified)
→ / | / | 5% | i | 1.8 | 7 | 10 | 0% | 1.8% | i | 42 | 2% | -0.2%

Screens as filed in PubChem BioAssay.
